High-throughput results as filed in PubChem.
BRCT inh green = blocks human BRCA1 BRCT binding to phosphopeptide, green readout. P38398. 75,000 compounds, 0.05% hits. BRCA1 BRCT-phosphopeptide binding, green fluorescence polarization. Potency, µM (top dose mostly 76.9 µM), for the others: top-dose activity change, negative = inhibition, usual class: inhibitors;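 further: potency means the concentration at half of the fitted maximal effect; plate controls were peptide without protein for full effect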
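Compounds were incubated for 12 min at room temperature with a complex of 100 nM fluorescein-tagged pBACH1 decapeptide and 250 nM His-tagged BRCT protein. Buffer was phosphate pH 7.3 with EDTA, DTT and Tween 20. Disruption of binding lowers the polarization signal.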
HEK293 cAMP cs = parental HEK293 cAMP activation (counter-screen); parental HEK293 CNG cAMP sensor, membrane potential fluorescence; Potency, µM (top dose mostly 57.1 µM), for inactives: at the highest dose activation, hits mostly activators; 73,000 compounds, 2.5% hits; AID 938; further: potency means the concentration at half of the fitted maximal effect; % of control where 0% means no effect; nearly all actives have a fitted effect of over 55% in size
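Counterscreen for endogenous-receptor signalling: CNG-channel HEK 293 cells report cAMP rise by membrane depolarization. After 60 min dye equilibration with 100 uM RO 20-1724, compounds incubated 30 min before bottom-read fluorescence at 590 nm.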
BRCT PPI red = inhibitors of human BRCA1 BRCT-phosphoprotein interaction (red fluorophore); P38398; BRCT-phosphopeptide binding, red fluorescence polarization; Potency, µM (titrated, usually from 76.9 µM), for inactives: at the top dose activity change, negative = inhibition, hits mostly inhibitors; 75,000 compounds, 0.03% hits; further: on the % scale 0 is the no-effect control and ±100 the full control effect
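Fluorescence polarization: 100 nM His-tagged BRCA1 BRCT with 100 nM TAMRA-labelled phospho-BACH1 decapeptide, phosphate buffer pH 7.3 with 150 mM NaCl, DTT, 0.01% Tween 20; 12 min RT. Binding inhibition seen as FP decrease.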
4-MU autofl = 4-MU region autofluorescence | max dye-equivalent concentration, M | compound autofluorescence, 340/450 nm, 4-MU equivalents; active compounds read high | AID 589 | 59,000 compounds, 11% hits; in the data active means max dye-equivalent concentration above about 10 nM; inconclusive means mostly about 1.1 nM to 9.6 nM
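Compounds in 100 mM Tris, pH 8.0, sat 15 min at room temperature before fluorescence was read at 340 nm excitation/450 nm emission; a per-plate six-point 4-MU standard curve converted signals to dye-equivalent concentration at each compound concentration.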
A350 autofl = compounds fluorescent in Alexa 350 spectral region | Compound autofluorescence, 340/450 nm, Alexa 350 dye-equivalents; active compounds read high | 59,000 compounds, 11% hits | max dye-equivalent concentration, M; in the data active means max dye-equivalent concentration above about 10 nM; inconclusive means mostly about 1.1 nM to 9.6 nM
Caspase-7 inhib = caspase-7 (human) inhibition, allosteric or competitive; P55210; recombinant caspase-7, Ac-DEVD-AFC fluorescence rate; 75,000 compounds, 0.02% hits; Potency, µM (highest dose often 57.5 µM), for inactives: at the top dose activity change, negative = inhibition, most hits filed as inhibitors; active means well fitted inhibition curve with a large enough effect in the main read-out, with a control signal flat, not every such curve was filed as active; inconclusive means small, poorly fitted or top-dose-only effect, or a change in a side signal; further: potency means the concentration at half of the fitted maximal effect; % of control where 0% means no effect
USP2a inhib = blocks human ubiquitin-specific protease USP2a | O75604 | USP2a enzymatic assay, qHTS inhibition | Potency, µM (top dose mostly 38.3 µM), for the others: at the highest dose activity change, negative = inhibition, hits mostly inhibitors | 60,000 compounds, 0.1% hits;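 further: potency means the concentration at half of the fitted maximal effect; nearly all actives have a fitted effect of over 60% in size; plate controls were DMSO for no effect and NEM full inhibition control for full effect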
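Coupled readout: USP2-cleaved Ub-PLA2 (20nM final) turns over NBD C6-HPC (20uM final), Ex 460nm/Em 535nm after 2.5 h, time-zero read flagging artifacts. Enzyme (20nM final, pH 8.0 Tris) given 30 min RT with compound first; NEM defines full inhibition.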
Caspase-1 inhib = blocks human caspase-1 allosterically or competitively | Caspase-1 enzyme, Ac-WEHD-AFC fluorogenic rate | Potency, µM (doses to about 57.5 µM), for inactives: at the highest dose activity change, negative = inhibition, actives largely listed as inhibitors | 75,000 compounds, 0.03% hits | AID 900;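 further: potency means the concentration at half of the fitted maximal effect; plate controls were vehicle for no effect and no substrate for full effect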
Epigenetic mod = derepresses silenced GFP locus in mouse C127i cells | mouse C127i GFP locus derepression, cytometry, 30 h | Potency, µM (highest dose often 46.1 µM), for inactives: top-dose GFP derepression (activation) | 68,000 compounds, 0.09% hits; further: % of control where 0% means no effect
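Derepression screen: silenced CMV-GFP reporter in murine C127i cells, 30 h compound incubation at 37 C, washed cells imaged by laser-scanning cytometer to enumerate GFP-expressing objects of 20 to 120 um.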
Fluorescein autfl = compound fluoresces in the fluorescein spectral region. Compound autofluorescence, 480/540 nm, fluorescein-equivalent; active compounds read high. max fluorescein-equivalent concentration, M. 59,000 compounds, 0.91% hits. AID 593; in the data active means max fluorescein-equivalent concentration above about 10 nM; inconclusive means between about 1.1 nM and that limit
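Compounds were pin-transferred into 100 mM Tris buffer, pH 8.0, and incubated 15 min at room temperature. Fluorescence was read at 480 nm excitation/540 nm emission. Signals were normalized to an on-plate six-point fluorescein standard curve as dye-equivalent concentration.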
UbGFP stabilizer = ubiquitin-GFP accumulation via proteasome inhibition. 67,000 tested, under 10 active. Potency, µM (titrated, usually from 45.9 µM), for inactives: at the highest dose activation (GFP accumulation), actives largely listed as activators. AID 526. Ubiquitin-GFP reporter cells, proteasome inhibition, GFP fluorescence; response scale: untreated = 0%, 10 µM MG-132 = 100%; active means well fitted activation curve with a large enough effect, not every such curve was filed as active; inconclusive means small, poorly fitted or top-dose-only effect, or another doubt; inactive means no such curve, though single readings can be large or run the other way; further: potency means the concentration at half of the fitted maximal effect
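U2OS cells expressing ubiquitin(G76V)-GFP, seeded overnight in 0.5% FBS medium, then treated 4 hr at 37 C across 46 uM to 2.9 nM. GFP-positive cells counted by laser cytometry (488 ex/515 em); %activity scaled between basal and 10 uM MG-132.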
* marks the source's active call; other numbers are inactive results; i = inactive; ? = inconclusive; . = no result given; [ ] = remark or other dose. Unless noted, the call rests on the fitted dose curve; in most records, active means well fitted curve in the direction sought with a large enough effect; inconclusive means small, poorly fitted or top-dose-only effect, or another doubt; inactive means no such curve, though single readings can be large; an effect the other way counts as inactive or inconclusive. Only part of the results is shown, so the mix of outcomes need not match the whole.

SMILES | BRCT inh green | HEK293 cAMP cs | BRCT PPI red | 4-MU autofl | A350 autofl | Caspase-7 inhib | USP2a inhib | Caspase-1 inhib | Epigenetic mod | Fluorescein autfl | UbGFP stabilizer
CCN(CC)C(=O)c1ccc2c(c1)N(Cc1ccccc1)C(=O)CS2=O (stereo not drawn) | -6.0% | 5% | 1.3% | . | . | -1% | . | -1% | -3% | . | -2%
Cn1nc(-c2ccc(Cl)cc2)c2cc(C(=O)N3CCN(c4ccccn4)CC3)sc21 | -0.2% | ? | 0.3% | . | . | -1% | . | 0% | . | . | -9%
COc1cc2c(C(=O)N3CCN(Cc4ccc5c(c4)OCO5)CC3)cn(C)c(=O)c2cc1OC | 0.8% | -1% | -0.1% | i | i | -2% | 9% | -1% | -2% | i | 19%
CCOC(=O)N1CCN(C(=O)C2CCCN(S(=O)(=O)c3cc(C)ccc3OC)C2)CC1 (stereo not drawn) | -1.6% | 2% | -1.5% | i | i | 0% | 14% | 0% | 2% | i | -4%
Nc1nc(CN2CCN(c3ccccn3)CC2)nc(Nc2ccc(Cl)cc2)n1 | -3.6% | 7% | 0.9% | i | i | -2% | 36%[activator] | -3% | 4% | ? | -5%
CC(=O)c1c(C)n([O-])c2ccccc2[n+]1=O | -4.4% | 6% | 0.5% | . | . | -1% | 2% | -2% | 2% | . | -5%
CCc1ccccc1S(=O)(=O)Cc1ccc(C(=O)N2CCN(c3ccccn3)CC2)o1 | 0.8% | ? | -0.4% | . | . | -3% | . | 0% | . | . | -6%
O=S(=O)(c1cccc(-c2nnc(SC(F)F)n2-c2ccccc2)c1)N1CCCCC1 | 1.9% | ? | -1.5% | i | i | 0% | 14% | -1% | 1% | ? | 1%
CCN(CC)S(=O)(=O)c1ccc(-c2nnc(SCC(=O)N3CCc4ccccc43)o2)cc1 | 0.0% | 0% | 0.0% | i | i | -3% | 26% | 1% | -6% | i | 4%
CNC(=O)[C@@]1(C)C=C[C@@H](Cc2ccccc2)N1C(=O)OC | -1.2% | 3% | 1.0% | . | . | -1% | . | 8% | . | . | .
CC1CC(C)CN(CC(C)(C)NS(=O)(=O)c2ccccc2)C1 (stereo not drawn) | -0.9% | 9% | -0.1% | i | i | -5% | -6% | -4% | 5% | i | 5%
COc1ccc2c(Cl)c(C(=O)NCCCn3ccnc3)sc2c1 | 0.4% | 19% | 0.8% | i | i | 0% | 15% | -2% | 3% | i | -15%
COC(=O)N1CCC2(CC1)CCN(c1cccc(-c3ccccc3)c1)CC2 | -0.1% | -1% | -0.9% | i | i | -6% | ? | -5% | 2%[9.22 µM] | i | -4%
CC(=O)N1CCC[C@@]2(CCN(Cc3ccccc3)C2)C1 | -1.4% | ? | -0.2% | i | i | 0% | 1% | -5% | 0%[9.22 µM] | i | 7%
CCCCNS(=O)(=O)c1ccc(OC)c2ncccc12 | -1.6% | 5% | -2.0% | i | i | -2% | 1% | -1% | 6% | i | 7%
c1ccc(OCc2nn3c(Cn4cnc5ccccc54)nnc3s2)cc1 | 1.2% | 11% | 0.8% | i | i | -2% | 45%[activator] | -1% | 3% | ? | 10%
CCCCn1c(Oc2ccc(C(=O)OC)cc2)nc2c1c(=O)n(C)c(=O)n2C | 2.0% | ? | -2.3% | . | . | -3% | -3%[7.66 µM] | -2% | 0% | . | -21%[9.17 µM]
CN1CCN(c2ncc3nc(CCc4ccccc4)c(=O)n(Cc4cccs4)c3n2)CC1 | 20% | ? | -1.4% | i | i | ? | 161%[activator] | ? | 0%[9.22 µM] | i | 7%
CCCCC(C=O)CC (stereo not drawn) | -3.0% | ? | 0.2% | . | . | -2% | . | -4% | . | . | .
O=C(NCCCN1CCOCC1)c1cc(-c2ccc(Br)cc2)on1 | 1.4% | 17% | -1.2% | i | i | 0% | -3% | 0% | 1% | ? | -7%
O=C(c1cccs1)N(Cc1ccccn1)Cc1ccco1 | -1.7% | 16% | -2.8% | i | i | 0% | -29% | 1% | 0% | i | -3%
Cc1nc(CNS(=O)(=O)c2cc(C)c(C)cc2C)cs1 | -0.5% | 2% | -1.4% | i | i | -1% | 8% | 0% | -2% | i | -1%
COC(=O)c1c(N)c2ccccc2[nH]c1=O | -2.1% | 1% | -0.9% | i | i | 0% | -6% | -1% | 0% | ? | 0%
O=S(=O)(c1cc(Cl)ccc1Cl)n1nnc2ccccc21 | -1.9% | 6% | 0.4% | . | . | 2% | -11% | 2% | 0% | . | 12%
COc1ccc(CCNS(=O)(=O)c2ccc3c(c2)OCCO3)cc1OC | -7.9% | 8% | 0.9% | . | . | 0% | -5% | 0% | -2% | . | -6%
COc1ccc2nc(SCc3nc(N)nc(Nc4ccccc4)n3)[nH]c2c1 | 1.3% | -3% | -1.4% | . | . | -1% | 39%[activator] | -3% | 2% | . | 4%
CSc1nc2c(c(=O)n1C)SC(C)C2 (stereo not drawn) | -5.6% | 0% | 0.2% | . | . | 1% | . | -3% | . | . | -7%
CCOC(=O)c1ccc(N2C(=O)c3n[nH]c(C)c3C2c2ccc(OC)cc2)cc1 (stereo not drawn) | -0.8% | ? | 2.0% | i | i | -1% | 66%[activator] | -3% | 0% | ? | 2%
CCC(c1nnc(SCC(=O)Nc2ccc(C(=O)Nc3ccccc3OC)cc2)o1)N(C)C (stereo not drawn) | -1.5% | -3% | -0.3% | i | i | 1% | 41%[activator] | 1% | 6% | ? | 5%
CN(Cc1nc(-c2ccccn2)no1)S(=O)(=O)c1ccccc1 | -1.9% | 5% | -3.8% | i | ? | 1% | 1% | 1% | -3% | i | -3%
CCN(CC)S(=O)(=O)c1ccc2oc(C(=O)O)c(C)c2c1 | 0.3% | 1% | -0.3% | i | i | 0% | -7% | 1% | 2% | i | -4%
CCOC(=O)N1CCN(CC(=O)Nc2cc3c(cc2C(C)=O)OCO3)CC1 | -2.0% | 9% | -0.5% | . | . | 2% | . | -1% | . | . | -2%
CC(=O)Nc1sc2c(c1C(=O)N1CCOCC1)CCCCC2 | 1.0% | -69%[inhibitor] | 0.7% | i | i | 1% | -1% | 1% | -3% | i | 9%
Cn1c(SCC(=O)NCc2ccco2)nc2ccccc2c1=O | 0.6% | 21% | -1.7% | i | i | -1% | 3% | -1% | 0% | i | 0%
COC(=O)c1cc(-c2cccc(OC)c2)on1 | -2.2% | 24% | -0.1% | i | i | 0% | -1% | -1% | 2% | ? | 1%
O=C1C2C3CCCC3=C3CCCC3C2C(=O)N1c1ccccc1 (stereo not drawn) | 1.2% | 13% | 0.1% | . | . | 0% | 5% | -1% | 4% | . | 0%
CC1=C2[C@@H]([C@H](C)CC[C@H]2/C=C(\C)C(=O)O)[C@H](O)C1 | 0.4% | -12% | 1.0% | . | . | 1% | . | 2% | . | . | .
Nc1c(C(=O)CCC(=O)O)oc2ccc(Cl)cc12 | -2.1% | 17% | -0.2% | . | . | -2% | . | -3% | 2% | . | -3%
N#CC1=C(N)OC2=C(C(=O)CCC2)C1Cc1ccccc1 (stereo not drawn) | 0.3% | 2% | 0.2% | i | ? | -2% | -1% | -1% | 3% | i | 2%
O=C(CCSc1nnc2scc(-c3ccccc3)n12)NCc1ccc2c(c1)OCO2 | -2.4% | ? | 0.0% | i | i | -3% | 11% | -2% | 3% | ? | 2%
Cc1ccc(-c2cc(C(=O)NCc3ccccn3)no2)cc1 | -2.2% | 6% | 1.1% | i | i | 0% | -1% | -1% | -1% | ? | 11%
Fc1ccccc1CSc1nc2ncccc2[nH]1 | -0.5% | 8% | -0.9% | . | . | -2% | 2% | -2% | 0% | . | 4%
Cn1c(=O)c2[nH]c(CCNC(=O)c3ccccc3)nc2n(C)c1=O | -2.2%[15.4 µM] | 11%[11.4 µM] | -0.1%[15.4 µM] | ? | ? | 1%[11.5 µM] | . | 1%[11.5 µM] | -3%[9.22 µM] | ? | 0%[9.17 µM]
COc1ccc(OC)c(S(=O)(=O)Nc2ccc(OCC(=O)O)cc2)c1 | -0.9% | 0% | -2.7% | . | . | 1% | . | -2% | . | . | 13%
C[C@@H]1C=C[C@](Cc2ccccc2)(C(=O)O)N1C(=O)c1ccccc1 | -1.3% | 14% | 0.3% | . | . | -1% | . | -2% | . | . | .
COc1ncc2nc(-c3ccc(Cl)cc3)c(=O)n(C[C@H]3CCCO3)c2n1 | -0.9% | ? | -0.5% | 1.8e-08M* | 2e-08M* | -13% | 24% | -17% | 0%[9.22 µM] | i | 1%
Cc1cc(N2C(=O)C(=O)/C(=C(/O)c3ccc(F)cc3)C2c2ccc(Cl)cc2)no1 (stereo not drawn) | 2.0% | ? | -0.6% | i | i | 0% | 42%[activator] | 5% | -2% | ? | 4%
